Assay outcomes as filed in PubChem.
Growth percent in the NCI-60 one-dose screen (48 h, 10 µM unless noted): 100 = growth as untreated, 0 = no growth, -100 = all killed.
HS 578T = HS 578T breast cancer; hit rate 4.1% among 78,000; AID 1794788
MALME-3M = MALME-3M melanoma; AID 1794766; hit rate 5.8% among 78,000
UACC-62 = UACC-62 melanoma; hit rate 5.4% among 81,000; AID 1794756
T-47D = T-47D breast cancer. AID 1794792. hit rate 5% among 79,000
UACC-257 = UACC-257 melanoma; hit rate 4.4% among 78,000; AID 1794764
LOX IMVI = LOX IMVI melanoma; AID 1794757; hit rate 7.4% among 79,000
BT-549 = BT-549 breast cancer; hit rate 4.4% among 78,000
MCF7 = MCF7 breast cancer; hit rate 6.3% among 82,000; AID 1794796
* hit, by the source's call; nt = not tested or not shown; & = joins results of further samples; ! = a repeat was not active. Rule for the calls: active = growth percent below 10; inactive = the rest.

The line under a structure holds: MALME-3M	MCF7	UACC-257	LOX IMVI	UACC-62	BT-549	HS 578T	T-47D
C=CCNc1ccc2c3c(cccc13)C(=O)N(c1cccc(-c3nn(-c4ccccc4)cc3-c3nc4ccccc4s3)c1)C2=O
    108	87	115	92	91	115	111	99
CCOC(=O)/C=C\C(OCC)OCC
    94	87	88	97	106	108	99	103
Nc1nc2c(c(=O)[nH]1)C1(C(=O)N(Cc3ccccc3)c3ccccc31)c1c(nc(N)[nH]c1=O)N2
    101	98	84	95	95	106	93	90
CC(C)=Cc1ccccc1
    105	97	nt	101	106	102	102	95
Cc1c(Nc2ncccc2C(=O)O)cccc1C(F)(F)F
    105	88	105	95	92	100	104	91
Oc1nc(Nc2ccccc2C(F)(F)F)sc1C=Nc1ccccc1C(F)(F)F
    98	102	96	98	95	112	85	99
C/C(=N\NC(N)=O)C1=C(O)C(C(C)C)NC1=O (stereo unspecified)
    113	101	92	108	104	131	104	101
CC(C)(C)c1cc(NC(=O)Nc2ccc(-c3cn4c5c(sc4n3)CCc3cn(CCCN4CCCCC4)cc3-5)cc2)no1
    -79*	-79*	51	-96*	98	109	38	-33*
C[C@]12CC[C@H]3[C@@H](CCC4=CC(=O)CC[C@@]43C)[C@@H]1[C@@H](O)C[C@@H]2C(=O)CO
    nt	102	119	101	97	102	104	118
O=C1OCC(O)=C1Cc1ccccc1
    nt	92	111	97	98	98	115	106
CN1CCN2c3ccccc3Cc3ccccc3C2C1 (stereo unspecified)
    87	94	84	90	99	110	91	99
CCCNC(=O)c1c(NC(=O)C23CC4CC(CC(C4)C2)C3)sc2c1CCCC2
    110	94	95	99	100	100	95	90
C=CC(=O)NCCCNc1nc(Cl)nc2cc(OC)c(OC)cc12
    95	98	107	94	105	93	nt	91
O=C(Nc1ccc(-c2ccc(NC(=O)c3ccc(-n4c(=O)[nH]c5ccccc5c4=O)cc3)cc2)cc1)c1ccc(-n2c(=O)[nH]c3ccccc3c2=O)cc1
    98	93	98	104	97	91	92	99
NNC(=O)C(=O)N=Cc1ccc([N+](=O)[O-])o1
    84	nt	92	81	101	110	109	104
CCOc1ccccc1I
    120	102	106	100	102	103	106	98
Brc1cc2c(c3ccccc13)N1O[C@@H](C2)C[C@H]1c1cccs1
    83	92	100	96	77	105	93	89
CCC(=O)NCCc1ccc(OC)c(OC)c1
    85	96	108	99	98	86	98	104
COc1cc(/C=N/OC(=O)Nc2ccccc2)cc(OC)c1OC
    98	108	105	91	91	105	114	100
O=C1c2ccccc2C(=O)N1CN1CCN(c2cc(=O)n(-c3ccccc3)c3ccccc23)CC1
    111	91	105	98	94	101	98	93
CC1(C)CC[C@]23CC[C@]4(C)[C@H](CC[C@@H]5[C@@]6(C)CC[C@H](OCCC#N)C(C)(C)[C@@H]6CC[C@]54C)[C@H]2[C@H]1OC3=O
    99	97	91	96	98	100	97	82
CN(C)c1nc(NCCNS(=O)(=O)c2ccc(C(=O)/C=C/c3ccc(C(F)(F)F)cc3)cc2)nc(N2CCOCC2)n1
    57	-85*	38	-99*	48	-21*	68	-61*
CCCCCN1C(=O)/C(=c2\sc3n(c2=O)NC2C(N=3)N(CC)C(=O)N2CC)c2ccccc21 (stereo unspecified)
    67	38	57	70	40	80	69	77
Cc1cc(O)c(C(C)C)cc1S(=O)(=O)O (tested in a mixture with another compound)
    93&47&100	4.6*!	95&40&93	0.9*!	91&32&87	-9.9*!	-16*!	97&59&89
O=C1C=Cc2ccccc2/C1=C/c1[nH]c(=O)[nH]c1O
    23	13	2.0*	49	24	21	-6.8*	40
CC(=O)c1c(/C=C/c2ccc(C(F)(F)F)cc2)c2ccccc2[nH]c1=O
    73	74	79	77	85	88	54	80
N=C(N)c1ccc(-c2ccc(-c3ccc4ccccc4c3)s2)cc1
    105	68	106	nt	97	96	104	98
COc1cc(C2NCc3c(nc4c(c(C)nn4-c4ccccc4)c3-c3ccc(Cl)cc3)N2)cc(OC)c1OC (stereo unspecified)
    99	89	70	100	96	78	99	74
Clc1ccc(OCOc2ccc(Cl)cc2)cc1
    107	99	108	111	101	nt	109	92
C#CCOC(=O)[C@H](C)[C@@H]1CC[C@]2(COC(C)=O)CC[C@]3(C)[C@H](CC[C@@H]4[C@@]5(C)CC[C@H](OC(C)=O)C(C)(C)[C@@H]5CC[C@]43C)[C@@H]12
    98	79	63	85	59	103	102	70

Next section, overlapping the part above by 5 compounds.
The line under a structure holds: MALME-3M	MCF7	UACC-257	LOX IMVI	UACC-62	BT-549	HS 578T	T-47D
CC(=O)c1c(/C=C/c2ccc(C(F)(F)F)cc2)c2ccccc2[nH]c1=O
    73	74	79	77	85	88	54	80
N=C(N)c1ccc(-c2ccc(-c3ccc4ccccc4c3)s2)cc1
    105	68	106	nt	97	96	104	98
COc1cc(C2NCc3c(nc4c(c(C)nn4-c4ccccc4)c3-c3ccc(Cl)cc3)N2)cc(OC)c1OC (stereo unspecified)
    99	89	70	100	96	78	99	74
Clc1ccc(OCOc2ccc(Cl)cc2)cc1
    107	99	108	111	101	nt	109	92
C#CCOC(=O)[C@H](C)[C@@H]1CC[C@]2(COC(C)=O)CC[C@]3(C)[C@H](CC[C@@H]4[C@@]5(C)CC[C@H](OC(C)=O)C(C)(C)[C@@H]5CC[C@]43C)[C@@H]12
    98	79	63	85	59	103	102	70
C=CCn1c(SCC(=O)Nc2ccc(C(=O)/C=C/c3ccccc3)cc2)nnc1-c1ccc(OC)c(OC)c1
    105	17	80	85	72	60	96	51
[O-][N+](CCO)(CCO)Cc1ccccc1
    102	100	101	105	87	103	75	100
COc1ccc(NC(=O)Cn2cnc3c2c(=O)n(C)c(=O)n3C)cc1
    102	100	nt	94	nt	89	101	87
O=C(CNc1ccc(S(=O)(=O)N2CCCCC2)cc1)N1CCN(c2ccccc2)CC1
    98	100	86	85	66	nt	92	71
COc1cccc(/C=C2/CCCC/C(=C\c3cccc(OC)c3OC)C2=O)c1OC
    102	102	99	99	92	100	105	93
CC(C)(C)n1cc(-c2ccnc(NCCCNS(=O)(=O)c3ccc(O)cc3)c2)c(-c2cccc(O)c2)n1
    78	57	90	17	79	nt	70	60
COC1OCCCC1Br (stereo unspecified)
    122	100	112	nt	105	nt	105	102
COc1ccc(-n2nnc3c4nc(-c5ccccc5)oc(=O)c4c(C)nc32)cc1
    95	97	113	100	103	102	94	nt
Cc1c(C(N)=O)sc2ncn(CCO)c(=O)c12
    148	107	162	100	107	nt	138	82
CNCCCn1c2c(c3ccc(F)cc3c1=O)C(=O)c1cc(OC)cnc1-2
    -57*	0.0*	-17*	-71*	-33*	-6.1*	22	-2.5*
COc1cc(NC(C)CCCNC(=O)CCC(=O)NCCCNCCCCCCCNCCCNC(=O)CCC(=O)NCCCC(C)Nc2cc(OC)cc3cccnc23)c2ncccc2c1 (stereo unspecified)
    72	98	88	77	97	96	83	40
N#Cc1nc2c3ccccc3[nH]c2c2[nH]c3ccccc3c2c1=O
    89	39	78	70	60	72	72	70
O=Cc1c(OCc2cnnn2CC(=O)Nc2ccc([N+](=O)[O-])cc2)ccc2ccccc12
    94	80	86	90	73	90	93	88
CCOC(=O)c1ccc(C=O)[nH]1
    120	99	98	98	108	108	114	116
COc1cccc(-c2nn(-c3ccccc3)cc2-c2ccnc(N3CCN(C(=O)c4ccccc4)CC3)c2)c1
    90	85	101	88	62	91	100	50
COc1ccc(OC)c(Nc2nc3nonc3nc2Nc2cc(OC)ccc2OC)c1
    30	66	52	34	47	nt	45	nt
Nc1ccncc1CO
    105	94	73	97	103	79	101	107
CC1(C)CC[C@]2(C(=O)N3CCCN(CC#N)CC3)CC[C@]3(C)C(=CC[C@@H]4[C@@]5(C)CCC(=O)C(C)(C)[C@@H]5CC[C@]43C)[C@H]2C1
    105	92	100	100	91	105	118	99
Cc1ccc(NC(=O)Nc2ccc(Nc3ncnc4sc5c(c34)CCN(C(=O)OC(C)(C)C)C5)cc2)cc1Cl
    111	86	93	93	93	90	nt	73
COC(=O)c1ccc(NC(=O)c2ccc(-c3cccc(N)c3)o2)cc1
    98	92	110	99	107	105	100	82
CC(=O)Oc1ccc2ccc3ccc(C(C)=O)cc3c2c1
    106	65	87	84	81	76	92	86
CCCCCCCCCCCCOCCCNC(=S)NCCCOCCCCCCCCCCCC
    112	113	102	107	89	120	96	106
CCCC(CCC(C)=O)[N+](=O)[O-] (stereo unspecified)
    92	90	92	99	92	95	102	97
CC(C)CCC[C@@H](C)[C@H]1CC[C@H]2[C@@H]3CC=C4c5sc(Nc6ccc(F)cc6F)nc5CC[C@]4(C)[C@H]3CC[C@]12C
    101	100	106	102	94	100	111	105
CC(=O)OCCCC(CCC(CCC1CCCO1)OC(C)=O)OC(C)=O (stereo unspecified)
    96	99	nt	100	104	96	112	90
COc1cccc(Cn2cc3c(c2)-c2onc(CN4CCCC4)c2CC3)c1
    95	90	104	104	93	101	113	92
N#C/C(=C\c1ccc(F)cc1)n1nc2cccc(F)c2n1
    53	14	61	21	46	61	28	33
O=C(OCc1ccccc1)c1ccc2c(c1)NC(=O)[C@H]1CCCN21
    97	92	100	92	94	104	92	95
O=C(CC1C(=O)N(C2CCCCC2)c2nc3ccccc3n21)Nc1ccc(Cl)cc1 (stereo unspecified)
    115	86	81	82	68	99	88	85
CN(C)c1ccc2cc(-c3ccccc3F)c(N)nc2c1
    -22*	27	46	33	40	25	29	27

Among those listed so far, these have a cyano group.
The line under a structure holds: MALME-3M	MCF7	UACC-257	LOX IMVI	UACC-62	BT-549	HS 578T	T-47D
CC1(C)CC[C@]23CC[C@]4(C)[C@H](CC[C@@H]5[C@@]6(C)CC[C@H](OCCC#N)C(C)(C)[C@@H]6CC[C@]54C)[C@H]2[C@H]1OC3=O
    99	97	91	96	98	100	97	82
N#Cc1nc2c3ccccc3[nH]c2c2[nH]c3ccccc3c2c1=O
    89	39	78	70	60	72	72	70
CC1(C)CC[C@]2(C(=O)N3CCCN(CC#N)CC3)CC[C@]3(C)C(=CC[C@@H]4[C@@]5(C)CCC(=O)C(C)(C)[C@@H]5CC[C@]43C)[C@H]2C1
    105	92	100	100	91	105	118	99
N#C/C(=C\c1ccc(F)cc1)n1nc2cccc(F)c2n1
    53	14	61	21	46	61	28	33

Gathered by group: the entries above with a furan ring, fused or not (two)
The line under a structure holds: MALME-3M	MCF7	UACC-257	LOX IMVI	UACC-62	BT-549	HS 578T	T-47D
NNC(=O)C(=O)N=Cc1ccc([N+](=O)[O-])o1
    84	nt	92	81	101	110	109	104
COC(=O)c1ccc(NC(=O)c2ccc(-c3cccc(N)c3)o2)cc1
    98	92	110	99	107	105	100	82
